Bioassay records from PubChem BioAssay.
DNMT1 inh: human DNMT1 methyltransferase inhibitors, primary screen, biochemical, molecular beacon, fluorescence, HinP1I cleavage, uHTS; 0.83% of 360,000 active; inhibition (reported as % activation of signal), % at 10 µM; DNA (cytosine-5)-methyltransferase 1 (Homo sapiens), P26358; AID 588458, 2011; in the data active means inhibition above about 50%
Tb MetRS inh: T. brucei MetRS inhibitors, primary screen, biochemical, luminescence; inhibition, % at 11.9 µM; methionyl-tRNA synthetase (Trypanosoma brucei brucei); 0.4% of 360,000 active; purified T. brucei MetRS, ATP depletion, Kinase-Glo luminescence;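 active means inhibition above a per-plate cutoff of the control wells' mean inhibition plus 3 SD, cut at about 5.5% in these data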;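 further: 0% = DMSO wells median and 100% = median of wells with control inhibitor compound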
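Dosing: 11.9 µM single point; system: parasite MetRS enzyme; technique: luminescence of leftover ATP; times: 15 min enzyme-compound preincubation, 2 h reaction, 10 min detection, 25 °C; replicates: each compound tested once; read-out basis: percent inhibition relative to median high and low control wells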
NRP1-CendR mod: modulators of CendR peptide binding to NRP-1, primary screen, biochemical, fluorescence polarization, uHTS | Neuropilin-1 (Homo sapiens), O14786 | AID 602438, 2012 | inhibition, % at 25 µM | 0.85% of 360,000 active | FAM-RPARPAR peptide binding to NRP-1;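 active means inhibition or corrected inhibition above about 18%, plus a signal ratio from 0.5 to 1.5, limit read from the data, passing the limit was not always enough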; further: strong numbers were not always called active
Target sequence (O14786 whole entry, looked up): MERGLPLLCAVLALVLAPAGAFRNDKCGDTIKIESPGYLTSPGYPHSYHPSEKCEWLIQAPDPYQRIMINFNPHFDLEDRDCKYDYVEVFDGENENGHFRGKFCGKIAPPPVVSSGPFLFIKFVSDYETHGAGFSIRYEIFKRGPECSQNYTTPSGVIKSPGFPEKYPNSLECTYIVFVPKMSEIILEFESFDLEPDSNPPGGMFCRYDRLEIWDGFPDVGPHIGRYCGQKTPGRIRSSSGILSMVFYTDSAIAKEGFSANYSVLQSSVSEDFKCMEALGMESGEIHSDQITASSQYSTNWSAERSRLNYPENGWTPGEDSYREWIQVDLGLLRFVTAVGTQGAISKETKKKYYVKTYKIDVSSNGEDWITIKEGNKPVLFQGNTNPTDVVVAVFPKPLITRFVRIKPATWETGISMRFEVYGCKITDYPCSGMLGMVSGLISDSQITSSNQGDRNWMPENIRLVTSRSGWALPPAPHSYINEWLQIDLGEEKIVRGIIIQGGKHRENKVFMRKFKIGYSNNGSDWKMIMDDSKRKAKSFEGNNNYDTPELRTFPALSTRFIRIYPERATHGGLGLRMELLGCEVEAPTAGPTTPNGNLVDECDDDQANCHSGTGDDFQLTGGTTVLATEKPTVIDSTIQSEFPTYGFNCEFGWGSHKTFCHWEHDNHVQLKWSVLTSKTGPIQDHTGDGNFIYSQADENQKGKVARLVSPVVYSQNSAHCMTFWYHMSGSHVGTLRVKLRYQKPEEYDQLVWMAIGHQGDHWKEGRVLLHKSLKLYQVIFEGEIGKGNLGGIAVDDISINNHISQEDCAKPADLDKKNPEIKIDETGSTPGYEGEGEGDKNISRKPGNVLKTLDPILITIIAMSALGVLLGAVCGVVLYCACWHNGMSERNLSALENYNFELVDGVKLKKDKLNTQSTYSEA
Scp-1 inhibitor: Scp-1 phosphatase inhibitors, primary screen, biochemical, colorimetric, uHTS | inhibition, % at 20 µM | Recombinant Scp1, phosphopeptide, malachite green phosphate absorbance | AID 493091, 2011 | 0.88% of 340,000 active;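 active means inhibition above about 50% at 20 µM, limit read from the data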;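 further: plate controls were DMSO wells with enzyme for no effect and wells lacking enzyme for full effect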
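Test system – truncated SCP-1 phosphatase (76-261aa) · Reagent – Phosphorylated 17-residue peptide substrate · Incubation – 45 min room-temperature reaction, 5 min colour, 30 min stabiliser · Detection – colorimetric phosphate reagent with accelerator and stabiliser, absorbance at 630 nm · Measure – % inhibition at 20 µM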
SUMO1 PPI mod: modulators of SUMO1 protein-protein interactions, primary screen, biochemical, uHTS | Small ubiquitin-related modifier 1 (Homo sapiens), P63165 | SUMO1 binding to a labelled peptide, TR-FRET, 1 h | inhibition, % at 20 µM | 0.33% of 360,000 active | AID 602429, 2012; in the data active means inhibition above about 37%
LMPTP inh: LMPTP phosphatase inhibitors, primary screen, biochemical, fluorescence intensity, uHTS; AID 651560, 2012; 0.22% of 360,000 active; inhibition, % at 20 µM; recombinant LMPTP-A, OMFP fluorogenic substrate; Low molecular weight phosphotyrosine protein phosphatase (Homo sapiens), P24666;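 active means compounds that cut the enzyme signal by at least half of the control window in the single-dose screen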;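 further: plate controls were DMSO wells with enzyme plus substrate for no effect and substrate without enzyme for full effect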
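Assay system: LMPTP-A, protein tyrosine phosphatase of low molecular weight / Medium: pH 6.0 Bis-Tris buffer with DTT and Triton X-100 / Schedule: 50 min enzyme reaction at room temperature, protected from light / Measured by: endpoint fluorescence intensity from OMFP dephosphorylation / Read-out basis: % inhibition relative to no-enzyme and uninhibited control wells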
STEP inh: STEP phosphatase inhibitors, primary screen, biochemical, fluorescence intensity, uHTS. AID 588621, 2011. inhibition, % at 20 µM. 0.25% of 360,000 active. recombinant STEP, OMFP fluorogenic substrate;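 active means inhibition at 20 µM, scaled per plate between control wells, above about 37%, limit read from the data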;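 further: 0% = DMSO with enzyme and substrate and 100% = substrate only without enzyme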
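Also added – OMFP at 25 µM · Test system – STEP tyrosine phosphatase · Technique – FITC-channel fluorescence of OMFP product · Schedule – 20 min at room temperature, dark · Evaluation – control-normalized % inhibition with plate pattern correction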
SKN-1 inh: suppressors of acrylamide-induced Pgst-4::GFP reporter in worms, primary screen, SKN-1 inhibitor project, whole organism, uHTS, GFP/RFP fluorescence ratio, strain VP596; inhibition, % at 21.8 µM; C. elegans VP596 Pgst-4::GFP/RFP ratio, 24 h; 0.49% of 360,000 active;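 active means interference check ratio from 0.5 to 1.5 plus GFP to RFP signal ratio inhibition reaching or exceeding a fixed threshold, cut at about 30% in these data, passing the limit was not always enough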; further: some compounds called inactive have numbers as strong as hits
NadD block: inhibitors of S. aureus NadD, primary screen, biochemical, colorimetric, uHTS. purified NadD enzyme, colorimetric absorbance read-out. inhibition, % at 20 µM. Nicotinate-nucleotide adenylyltransferase NadD (Staphylococcus aureus N315). 0.78% of 360,000 active. AID 602399, 2012; in the data active means inhibition above about 26%; further: some compounds past the cut are filed as inactive
Neddylation inh: inhibitors of cullin neddylation, primary screen, biochemical, TR-FRET, uHTS, NAE and Ubc12. 0.58% of 360,000 active. NEDD8-conjugating enzyme Ubc12 (Homo sapiens) + NEDD8-activating enzyme E1 regulatory …. AID 651699, 2012. calls only at 25 µM; in the data active means inhibition above about 36%
* = called active by the depositor; i = inactive; . = no result given; + = active, no number.

smiles	DNMT1 inh	Tb MetRS inh	NRP1-CendR mod	Scp-1 inhibitor	SUMO1 PPI mod	LMPTP inh	STEP inh	SKN-1 inh	NadD block	Neddylation inh
Cc1cc(C)n2nc(SC3CCCCN(C(=O)c4ccc(F)cc4)C3=O)nc2n1 (centres undefined)	2	-0.6	8	3	0	-0.2	-1	15	0	i
COc1cc(OC)c(S(=O)(=O)N2CCOCC2)cc1S(=O)(=O)N1CCOCC1	2	0.0	-2	13	1	-4.1	-3	-4	-4	i
CCCN1C(=O)/C(=C/c2nc3ccccc3c(=O)[nH]2)c2cc(C)ccc21	12	0.5	1	-7	-9	2.2	0	7	4	i
CCOc1ccc(NS(=O)(=O)c2ccc(C(=O)N(C)CCc3ccc(OC)c(OC)c3)cc2)cc1	-1	-0.2	-1	-15	0	-0.4	0	13	-2	i
CC(=O)Nc1ccc(SC(C)C(=O)NC2CCCC2)cc1 (centres undefined)	1	-0.2	5	-7	-1	0.2	0	1	-17	i
CCOc1ccc(-c2cccc(NC(=O)COc3ccc(Cl)cc3)c2)nn1	-7	-0.8	-1	9	1	0.0	1	8	-1	i
Cc1nn(Cc2ccccc2)c(C)c1NC(=O)c1cc(-c2ccc3c(c2)OCO3)on1	-3	-1.8	-1	0	1	1.3	4	-10	-5	i
CCOC(=O)c1cnn(-c2cc(Oc3cccc(C)c3)ncn2)c1N	-3	-0.3	-2	6	1	1.5	0	-2	-13	i
Cc1cccc(NC(=O)NCC(c2ccco2)N2CCCCC2)c1 (centres undefined)	-2	-0.1	0	-2	-1	-0.1	0	2	-5	i
Cc1cccc(C)c1OCC(=O)Nn1c(C)nc2ccccc2c1=O	0	-0.2	23	-4	4	-2.7	2	-9	6	i
COc1ccc2[nH]c3c(c2c1)CCN1C(=O)C(CC(=O)NCCN2CCOCC2)C[C@H](C(=O)N2CCOCC2)[C@@]31CCC1CCCC1 (some centres undefined)	3	-0.6	2	4	2	-3.0	2	-8	-8	i
COc1cc(SC)ccc1C(=O)OCC(=O)NCCNC(=O)COC(=O)c1ccc(SC)cc1OC	-2	-0.4	4	-6	-6	-1.5	0	12	-8	i
O=C(NNC(=O)c1ccc([N+](=O)[O-])cc1Cl)c1ccncc1	4	-0.3	-4	-5	-15	-0.8	1	-6	-4	i
CC(C)C[C@H](NC(=O)c1nc[nH]c1C(=O)N[C@@H](CCCCNC(=O)OC(C)(C)C)C(=O)OC(C)(C)C)C(=O)OCc1ccccc1	-18	-0.2	-10	-14	1	3.3	2	22	8	i
CCn1c(SCC(=O)Nc2ccc3c(c2)OCO3)nc2c1c(=O)n(C)c(=O)n2C	1	-0.7	-1	4	2	-1.9	-6	6	-5	i
O=C(CN(c1ccc2c(c1)OCCO2)S(=O)(=O)c1ccccc1)Nc1ccc2c(c1)OCO2	-14	-0.2	2	-13	-3	3.9	2	10	10	i
Cc1c(C(c2cccc(Br)c2)c2c(C)n(C)n(-c3ccccc3)c2=O)c(=O)n(-c2ccccc2)n1C	0	-0.2	18	14	5	-2.4	-1	-9	10	i
Cc1ccc(CNC(=O)C2CCCN(C(=O)Nc3ccc(F)cc3)C2)cc1 (centres undefined)	1	0.7	-4	0	-3	-0.1	1	-4	6	i
O=C(NN1C(=O)C2C3c4ccccc4C(c4ccccc43)C2C1=O)c1ccccc1 (centres undefined)	4	0.0	-9	-5	0	0.4	2	6	-5	i
O=C(c1ccco1)N1CCCC(c2nc3c(nnn3Cc3c(Cl)cccc3Cl)c(=O)[nH]2)C1 (centres undefined)	7	-0.6	-3	2	3	1.6	0	10	7	i
CC(=O)Nc1ccc(NC(=O)COC(=O)C2c3ccccc3Oc3ccccc32)cc1	-1	-0.3	-10	1	1	-1.7	4	10	-8	i
CCOC(=O)c1ccc(N2C(=O)[C@@H](c3ccccc3)[C@H]2c2ccccc2)cc1	4	-0.2	-2	-7	-1	3.6	3	10	0	i
COc1ccc(N(C(=O)C(C)C)S(=O)(=O)c2ccc(Cl)cc2)cc1	-3	-1.1	12	-8	1	0.8	-2	8	-6	i
O=C(CSc1nnc(-c2ccccn2)n1Cc1ccccc1)Nc1ccc2c(c1)OCO2	-3	0.1	1	-4	0	2.0	1	-3	6	i

Complete entries, looked up by structure. Order of screens: DNMT1 inh, Tb MetRS inh, NRP1-CendR mod, Scp-1 inhibitor, SUMO1 PPI mod, LMPTP inh, STEP inh, SKN-1 inh, NadD block, Neddylation inh
COc1ccc(N(C(=O)C(C)C)S(=O)(=O)c2ccc(Cl)cc2)cc1 reads -3, -1.1, 12, -8, 1, 0.8, -2, 8, -6, i
CCn1c(SCC(=O)Nc2ccc3c(c2)OCO3)nc2c1c(=O)n(C)c(=O)n2C reads 1, -0.7, -1, 4, 2, -1.9, -6, 6, -5, i
COc1ccc2[nH]c3c(c2c1)CCN1C(=O)C(CC(=O)NCCN2CCOCC2)C[C@H](C(=O)N2CCOCC2)[C@@]31CCC1CCCC1 (some centres undefined) reads 3, -0.6, 2, 4, 2, -3.0, 2, -8, -8, i

(cont.)
smiles	DNMT1 inh	Tb MetRS inh	NRP1-CendR mod	Scp-1 inhibitor	SUMO1 PPI mod	LMPTP inh	STEP inh	SKN-1 inh	NadD block	Neddylation inh
O=C(Nc1ccccc1C(=O)N1CCN(c2ccccc2)CC1)c1ccco1	-1	0.0	7	-1	2	-1.7	0	-5	0	i
Cc1ccc(C(OCC(O)CN2CCCCC2)c2ccccc2)cc1 (centres undefined)	1	0.5	-8	-3	-8	-1.2	0	-4	-14	i
COc1ccccc1-c1ccc(=O)n(CC(=O)NCc2cccs2)n1	3	0.3	10	9	-1	0.8	8	-1	-3	i
COc1ccc(NS(=O)(=O)c2ccc3oc(SCC(N)=O)nc3c2)cc1	0	0.0	3	-5	-4	-1.1	-2	8	5	i
Cc1cc2nc(-c3ccc(SCc4ccccn4)nc3)[nH]c2cc1C	-9	0.1	-14	-2	22	1.7	1	3	11	.
CCn1cc([N+](=O)[O-])c(C(=O)N2CCN(C(=O)c3ccco3)CC2)n1	11	-0.9	-4	-2	-7	-1.8	-1	5	2	i
Cc1c(OC(C)C(=O)NCCCN2CCOCC2)ccc2c1oc(=O)c1ccccc12 (centres undefined)	-5	-0.7	7	-4	0	-0.9	-5	2	0	.
CC(C)C1Cc2ccccc2-c2[nH]c(=S)[nH]c(=O)c21 (centres undefined)	-8	2.0	2	-7	-8	-2.9	-2	10	4	i
CNC(=S)N(CCc1c(C)[nH]c2ccc(C)cc12)Cc1cccs1	2	-0.6	4	6	1	2.8	-2	3	-2	i
O=C1CC(C(=O)Nc2cc(Cl)ccc2Cl)n2ncnc2N1 (centres undefined)	4	1.4	1	-4	0	-1.1	-1	-7	4	i
COc1ccc(CNC[C@H]2O[C@@H](n3ccc(=O)[nH]c3=O)[C@H](O)[C@@H]2O)cc1OC	4	0.2	4	4	1	-2.1	2	-1	-1	i
Cc1ccc(C(=O)N2CC=C(c3ccccc3)CC2)o1	4	-0.4	7	16	1	4.8	2	-2	-7	i
CCCCC(C(=O)NC(C)(C)C)N(Cc1ccccc1)C(=O)c1snc(C(N)=O)c1N (centres undefined)	-8	-0.5	17	-7	-2	0.3	1	3	-3	i
O=S(=O)(c1ccccc1)N1CCN(Cc2cccc(Cl)c2)CC1	1	-0.2	1	-5	1	-0.2	1	-14	-5	i
COC(=O)c1cccc([N+](=O)[O-])c1CN1CCCC(C(N)=O)C1 (centres undefined)	-6	-0.4	10	-2	-2	-2.4	-5	4	-7	+
CC1CC(C)CN(c2nc3c(c(=O)n(C)c(=O)n3C)n2C)C1 (centres undefined)	2	-0.1	11	-8	0	-0.7	1	2	-7	i
CC1=NN(C(N)=S)C(=O)C1N=Nc1ccc(Br)cc1 (centres undefined)	-12	-0.2	-6	-5	-24	0.6	1	7	3	i
COc1cc(/C=N/NC(N)=O)ccc1OCC(=O)N1C(C)CCCC1C (centres undefined)	1	-0.8	-5	-8	0	0.3	-4	8	0	i
COc1ccccc1/C=C/C=N/n1c(-c2ccco2)n[nH]c1=S	1	0.3	-7	-14	-9	2.5	2	9	8	i
CC(NC(=O)Cc1ccc(-c2ccccc2)cc1)c1ccccc1 (centres undefined)	-4	-1.5	6	19	-5	-1.2	-3	2	-5	i
O=C([C@@H]1CCCN1C(=O)c1cccs1)N1CCN(S(=O)(=O)c2cccc(F)c2)CC1	-1	-0.2	18	0	-1	-0.7	1	6	2	i
Cn1cc(/C=C2\SC(=S)N(NC(=O)c3ccccc3Cl)C2=O)c2ccccc21	9	-2.6	-31	-13	-43	8.2	-7	17	40*	i
Cc1nc2ccc(NC(=O)Cc3ccsc3)cc2s1	-2	-1.7	16	0	0	1.2	3	-28	1	i
